Pf gametocyte = late stage P. falciparum gametocyte viability inhibitors, primary screen, ATP luminescence, HTS. P. falciparum stage V gametocytes, 24 h. inhibition, % at 10.9 µM. 150,000 compounds, 0.065% hits;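 active means inhibition above the mean plus 3 SD of compounds within the control limits, set per campaign, cut at about 38% in these data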;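 further: 0% = DMSO wells and 100% = medium only without gametocytes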
* hit, by the source's call. A portion of the library. The share of hits here may be higher or lower than overall.

Start of the data: the first 2 records, to show the layout:
How did COc1cc(Cl)c(CN2CCCC(CO)(Cc3ccccc3F)C2)cc1OC (centres undefined) do in these assays?
Pf gametocyte: -25

Results for C/C(=N\Nc1nc(C(C)(C)C)cs1)c1ccc(O)cc1 ?
Pf gametocyte: -26

Main list, previewed entries included:
How did COc1cc(Cl)c(CN2CCCC(CO)(Cc3ccccc3F)C2)cc1OC (centres undefined) do in these assays?
Pf gametocyte: -25

Results for C/C(=N\Nc1nc(C(C)(C)C)cs1)c1ccc(O)cc1 ?
Pf gametocyte: -26

How did N#Cc1ccc(-n2nnc3ccccc3c2=O)c([N+](=O)[O-])c1 do in these assays?
Pf gametocyte: -1

How did CCCCCCCN1C(Nc2ccccc2)=NC[C@@H]1C do in these assays?
Pf gametocyte: -9

What do the screens show for `O=C(Nc1ccc(F)cc1)Nc1nnc(Cc2ccccc2F)s1`?
Pf gametocyte: -4

What do the screens show for `C=C[C@@H](C)N(Cc1ccc(OC)cc1)S(=O)(=O)N(Cc1ccccc1)[C@H](C=C)C(C)C`?
Pf gametocyte: -7

How did CC1(C)C(=O)N(c2ccccc2)C(=O)c2ccccc21 do in these assays?
Pf gametocyte: 8

How did COc1cc(F)cc(-c2ccc3c(c2)c(C#Cc2ccsc2)c(-c2cc(OC)cc(OC)c2)n3C)c1 do in these assays?
Pf gametocyte: -1

How did COc1ccc(CCC(=O)NC2CCCN(Cc3ccc(Cl)cc3)C2)cc1OC (centres undefined) do in these assays?
Pf gametocyte: 3

Results for CCOCCCn1c(SCC(=O)Nc2ccc(OC)cc2)nc2ccccc2c1=O ?
Pf gametocyte: -2

What do the screens show for `Cc1cccc(C(=O)Nc2cccnc2Cl)c1`?
Pf gametocyte: -24

What do the screens show for `CCOC(=O)c1ccc(NC(=S)NCc2ccccc2)cc1`?
Pf gametocyte: 20

How did COc1ccc(-c2noc3c2-c2nc(-c4ccccc4C)sc2CC3)cc1 do in these assays?
Pf gametocyte: 14

How did O=C(Oc1ccc(C(=S)N2CCOCC2)cc1Cl)c1ccccc1F do in these assays?
Pf gametocyte: -21

Results for CCN1C(=O)N[C@@H](CCc2ccccc2)C(C(=O)OC)=C1C ?
Pf gametocyte: -18

Results for Cc1cccc(NS(=O)(=O)Cc2ccccc2)c1C ?
Pf gametocyte: 11

What do the screens show for `c1csc(-c2cnc3n2CCCC3)c1`?
Pf gametocyte: -10

How did C[C@H]1CN([C@@H](C)CO)C(=O)c2cccc(NC(=O)C3CC3)c2O[C@H]1CN(C)Cc1ccc(-c2ccccc2)cc1 do in these assays?
Pf gametocyte: -13

How did COc1ccc(Nc2nc(C)nc3c2nnn3Cc2ccccc2Cl)c(OC)c1 do in these assays?
Pf gametocyte: 5

Results for O=c1[nH]n(Cc2ccccc2)c2ccccc12 ?
Pf gametocyte: -5

Gathered by group: the compounds so far with an aryl methoxy group.
How did COc1cc(Cl)c(CN2CCCC(CO)(Cc3ccccc3F)C2)cc1OC (centres undefined) do in these assays?
Pf gametocyte: -25

What do the screens show for `C=C[C@@H](C)N(Cc1ccc(OC)cc1)S(=O)(=O)N(Cc1ccccc1)[C@H](C=C)C(C)C`?
Pf gametocyte: -7

How did COc1cc(F)cc(-c2ccc3c(c2)c(C#Cc2ccsc2)c(-c2cc(OC)cc(OC)c2)n3C)c1 do in these assays?
Pf gametocyte: -1

How did COc1ccc(CCC(=O)NC2CCCN(Cc3ccc(Cl)cc3)C2)cc1OC (centres undefined) do in these assays?
Pf gametocyte: 3

Results for CCOCCCn1c(SCC(=O)Nc2ccc(OC)cc2)nc2ccccc2c1=O ?
Pf gametocyte: -2

How did COc1ccc(-c2noc3c2-c2nc(-c4ccccc4C)sc2CC3)cc1 do in these assays?
Pf gametocyte: 14

How did COc1ccc(Nc2nc(C)nc3c2nnn3Cc2ccccc2Cl)c(OC)c1 do in these assays?
Pf gametocyte: 5

Going on with the list:
What do the screens show for `COc1ccc(C2=NOC(Cn3nc(C(=O)NCc4ccccc4OC)cc3-c3ccccc3)C2)cc1` (centres undefined)?
Pf gametocyte: -5

How did Cc1cccc(CNc2ncnc3ccc(-c4ccc5c(c4)OCCO5)cc23)c1 do in these assays?
Pf gametocyte: -14

How did COc1cc(/C=N/NC(=O)c2c(C)nc3ccc(Cl)cn23)cc(OC)c1OC do in these assays?
Pf gametocyte: -20

Results for CCOC(=O)C1=C(N)Oc2ccc3ccccc3c2C1c1ccc(O)cc1 (centres undefined) ?
Pf gametocyte: 15

What do the screens show for `Cc1nnc2n(-c3ccccc3)c(=O)c3ccccc3n12`?
Pf gametocyte: -3

What do the screens show for `CCC(C)(C)C1CCc2[nH]nc(C(=O)NCC3CC3)c2C1` (centres undefined)?
Pf gametocyte: -1

How did CC1=NN(C(=O)c2ccc(Cl)cc2)C(O)(c2ccccc2)C1 (centres undefined) do in these assays?
Pf gametocyte: -26

Results for COC(=O)C[C@H]1c2cc(F)ccc2S(=O)(=O)N1Cc1ccccc1 ?
Pf gametocyte: 0

Results for COc1ccc(N2C(=S)N(C(=O)c3ccccc3)C(=Nc3ccccc3)C2=Nc2ccccc2)cc1 ?
Pf gametocyte: 12

How did Cc1ccc(CNCc2ccc3c(c2)OCO3)cc1 do in these assays?
Pf gametocyte: 0

How did CCc1cc(Cn2nc(C(=O)O)cc2-c2ccccc2)on1 do in these assays?
Pf gametocyte: 5

Results for COCC(=O)N(Cc1cc2ccc(C)cc2[nH]c1=O)c1ccc(C)cc1C ?
Pf gametocyte: -19

How did Nc1ccc(C(=O)C(=O)c2ccccc2)cc1 do in these assays?
Pf gametocyte: 7

Results for N#C/C(=C\c1ccc(-c2ccc(C(=O)O)cc2)o1)C(=O)Nc1ccc(F)cc1 ?
Pf gametocyte: 16

What do the screens show for `COc1ccccc1OCCCCN1CCCCC1`?
Pf gametocyte: 12

Results for CCCCNC(=O)C1CCN(Cc2ccc(OCc3ccccc3)c(OC)c2)CC1 ?
Pf gametocyte: 0

Results for COc1ccc(O)c(/C=N/Nc2nc(C)cc(-c3ccccc3)n2)c1 ?
Pf gametocyte: -12

How did CN(C)C(=O)c1c(NC(=O)c2ccccc2)sc2c1CCC2 do in these assays?
Pf gametocyte: 7

Results for COc1ccccc1/C=C1\C(=O)Nc2ccccc21 ?
Pf gametocyte: -9

How did Cn1c(CO)nc2c3ccccc3ccc21 do in these assays?
Pf gametocyte: -9

What do the screens show for `O=S(=O)(c1ccc(Br)cc1)N1CCN(c2ccccc2)CC1`?
Pf gametocyte: 16

What do the screens show for `COc1ccccc1CNS(=O)(=O)c1ccc(Br)s1`?
Pf gametocyte: 3

Results for CCN1CCCC1CNC(=O)c1cc(N)ccc1OC (centres undefined) ?
Pf gametocyte: -6

What do the screens show for `Cc1ccccc1CC(=O)N1CCCc2ccccc21`?
Pf gametocyte: -11

How did C/C(=N\Nc1cc(N2CCOCC2)nc(C)n1)c1ccc(F)cc1 do in these assays?
Pf gametocyte: -12

What do the screens show for `Cc1ccc(OCC(=O)N2CCc3ccccc3C2)cc1`?
Pf gametocyte: 9

What do the screens show for `CC1CN(CCCCOc2ccc(Cl)c3ccccc23)CC(C)O1` (centres undefined)?
Pf gametocyte: -3

Results for CCC/C(C(=O)NCCO)=C1/c2ccccc2C(=O)N1c1ccccc1 ?
Pf gametocyte: -37

What do the screens show for `Cc1ccc(C(C)C)cc1S(=O)(=O)Nc1cccnc1`?
Pf gametocyte: 13

Results for CC/C(=N/N=C(/CC)c1ccc(O)cc1)c1ccc(O)cc1 ?
Pf gametocyte: -4

What do the screens show for `Cn1cncc1C#Cc1c(C=O)n(C)c2ccccc12`?
Pf gametocyte: -16

How did COc1ccc(CCNc2c(C=O)c(=O)[nH]c3ccccc23)cc1OC do in these assays?
Pf gametocyte: 7

How did COc1ccc([C@@H](OC)[C@@]2(Cc3ccc(O)cc3)N=C(N)N(C)C2=O)cc1 do in these assays?
Pf gametocyte: -5

How did O=C(O)c1cc(S(=O)(=O)NC(CO)C(O)c2ccc([N+](=O)[O-])cc2)ccc1Br (centres undefined) do in these assays?
Pf gametocyte: 5

How did O=C(C1=C(O)C(=O)N(CCN2CCOCC2)C1c1cccs1)c1cc2ccccc2o1 (centres undefined) do in these assays?
Pf gametocyte: 6

What do the screens show for `CCOC(=O)c1ccc(/[N+]([O-])=C/c2ccccc2)cc1`?
Pf gametocyte: 5

How did CCCCC[C@H]1CN(Cc2ccccc2)C(=O)[C@@H]1CC(=O)NCc1ccc(OC)cc1 do in these assays?
Pf gametocyte: 2

Results for O=[N+]([O-])c1cccc(-c2ccc(CN3CCCCC3)o2)c1 ?
Pf gametocyte: 26

Results for CCOC(=O)c1cc(-c2ccccc2C)nn1Cc1cc(C)no1 ?
Pf gametocyte: -20

How did O=C1N[C@@H](Cc2ccccc2)COC(=O)[C@H](Cc2ccc(F)cc2)C/C=C\C[C@@H]1CC(=O)N(CCO)Cc1ccccc1 do in these assays?
Pf gametocyte: -20

What do the screens show for `O=C(CCCc1ccccc1)N1CCN(C2CCCCC2)CC1`?
Pf gametocyte: 12

What do the screens show for `CCCOc1ccc(N/C=C/C(=O)c2cc(OC)c(OC)c(OC)c2)cc1`?
Pf gametocyte: -3

How did COC(=O)[C@]1(CC(C)C)N[C@H](c2ccc(-c3ccc(Cl)c(Cl)c3)cc2)[C@@H]2C(=O)N(C)C(=O)[C@@H]21 do in these assays?
Pf gametocyte: -16

How did c1nc(N2CCOCC2)c2[nH]cnc2n1 do in these assays?
Pf gametocyte: 21

Results for O=Cc1cccc(OC(=O)Nc2ccccc2)c1 ?
Pf gametocyte: -17

Results for CCOc1ccc(N(CC(=O)Nc2ccc(C)c(Cl)c2)S(C)(=O)=O)cc1 ?
Pf gametocyte: -33

What do the screens show for `O=C(O)CCC(=O)N1N=C(c2ccc(Br)cc2)CC1c1ccc(Br)cc1` (centres undefined)?
Pf gametocyte: -4

What do the screens show for `Cc1nc(NCCc2ccc(F)cc2)c2nnn(Cc3ccccc3)c2n1`?
Pf gametocyte: -6

How did COC(=O)N1C(=O)[C@](c2ccc(Cl)cc2)(C(C)C)N1C(=O)OC do in these assays?
Pf gametocyte: 11

Results for CC(C)(C)SC(=O)C[C@@H]1NS(=O)(=O)OC2CCCCC21 (some centres undefined) ?
Pf gametocyte: -22

How did NC(=O)CC(NC(=O)c1cccc(Br)c1)c1ccc(N2CCC(N3CCCCC3)CC2)c([N+](=O)[O-])c1 (centres undefined) do in these assays?
Pf gametocyte: 1

Results for O=C(NC1CCCCCCC1)c1ccc(Br)cc1 ?
Pf gametocyte: 9

What do the screens show for `COc1cc2c(cc1OC)C(c1cc(C)ccc1C)CC(=O)N2` (centres undefined)?
Pf gametocyte: 3

What do the screens show for `Cc1csc(N/N=C/c2ccc([N+](=O)[O-])cc2)n1`?
Pf gametocyte: -6

Results for COc1ccc(/C(C)=N/Nc2nc(C)c(C(C)=O)s2)cc1 ?
Pf gametocyte: -21

Results for O=C1c2cccc(Cl)c2C(=O)N1c1ccccn1 ?
Pf gametocyte: -18

What do the screens show for `O=C(NNC(=O)c1ccc(Cl)c(Cl)c1)c1ccncc1`?
Pf gametocyte: 8

How did COc1ccc(-c2csc(Nc3cc(C)ccn3)n2)cc1OC do in these assays?
Pf gametocyte: -11

What do the screens show for `CCC(C(=O)NC(C)(C)C)N(Cc1ccccc1Cl)C(=O)c1snc(C(N)=O)c1N` (centres undefined)?
Pf gametocyte: 7

What do the screens show for `CN(C)C(=O)OCc1c(-c2ccccc2)ncc2ccccc12`?
Pf gametocyte: 1

How did CCCNC(=O)c1onc(CSc2nc3ccccc3[nH]2)c1C(=O)NCCC do in these assays?
Pf gametocyte: -9

Results for COC(=O)C1=C(C(=O)OC)[C@@H]2N(C)c3ccc(OC)cc3[C@@]23C[C@@H](C(=O)OC)N(C(=O)CC(C)C)C3=N1 ?
Pf gametocyte: -24

What do the screens show for `NS(=O)(=O)c1cnccc1Oc1cccc(Cl)c1`?
Pf gametocyte: -12

What do the screens show for `c1ccc2oc(-c3nn4c(Cn5cnc6ccccc65)nnc4s3)cc2c1`?
Pf gametocyte: 6

How did CC(=O)Cn1cnc2c(cnn2-c2ccccc2)c1=O do in these assays?
Pf gametocyte: 2

How did Cc1cccc[n+]1CC(=O)c1ccc(Cl)cc1 do in these assays?
Pf gametocyte: 13

What do the screens show for `COc1ccc(C(=O)N/N=C/c2ccc(N(C)c3ccccc3)cc2)cc1`?
Pf gametocyte: -6

Results for O=C(Cc1cccc(NC(=O)C2CCN(C(=O)c3ccccc3)CC2)c1)Nc1cccc(C(=O)N2CCCC2)c1 ?
Pf gametocyte: -9

What do the screens show for `CCCCC(CC)C(=O)Nc1cc(C(=O)NCc2ccc(C)cc2)ccc1N1CCC2(CC1)CC(c1ccccc1)=NO2` (centres undefined)?
Pf gametocyte: -9

Results for CS(=O)(=O)N(CC(=O)NCCSCc1cccc(Cl)c1)c1ccccc1F ?
Pf gametocyte: -8

How did CC(=O)Nc1ccc(NC(=O)c2cccc3ccccc23)cc1 do in these assays?
Pf gametocyte: 19

How did O=C(Oc1nsnc1N1CCOCC1)N1CCCC1 do in these assays?
Pf gametocyte: -33

What do the screens show for `CCC1COCCS(=O)(=O)N1Cc1ccccc1C` (centres undefined)?
Pf gametocyte: 7

Results for COc1nc(N)nc(NC(=O)c2cccs2)c1N=O ?
Pf gametocyte: -16

Results for COc1ccc(-c2oc3ccc(-c4ccc5c(c4)OCO5)cc3c2-c2ccc(OC)nc2)cc1 ?
Pf gametocyte: 15

What do the screens show for `COc1ccc(-c2sc(Nc3ccccc3)n[n+]2-c2ccccc2)cc1Br`?
Pf gametocyte: 1

What do the screens show for `COc1cc(OC)cc(C(=O)NCC(C)NC(=O)c2cc(OC)cc(OC)c2)c1` (centres undefined)?
Pf gametocyte: 16

How did COc1cc(-c2c(-c3cccc(C)c3)oc3ccccc23)cc(OC)c1OC do in these assays?
Pf gametocyte: 7

Results for COC(=O)C1(C)NC(c2ccc(F)cc2)C2C(=O)N(c3ccccc3)C(=O)C21 (centres undefined) ?
Pf gametocyte: -19

How did O=C(Nc1ccc(O)c(C(=O)O)c1)c1cccc(NC(=O)c2ccco2)c1 do in these assays?
Pf gametocyte: 2

What do the screens show for `Brc1cccc(C2Nc3cccc4cccc(c34)N2)c1`?
Pf gametocyte: -5

Results for Cc1cc(C(=O)O[C@H]2[C@H](C)NS(=O)(=O)[C@H]3C[C@@H]4C=C[C@]23O4)cc([N+](=O)[O-])c1 ?
Pf gametocyte: -39

Fetched by structure from above (2):
How did CC(=O)Nc1ccc(NC(=O)c2cccc3ccccc23)cc1 do in these assays?
Pf gametocyte: 19

Results for COc1ccc(-c2oc3ccc(-c4ccc5c(c4)OCO5)cc3c2-c2ccc(OC)nc2)cc1 ?
Pf gametocyte: 15

Screening results from PubChem.
